Bioassay records from PubChem.
G9a inh: inhibitors of human histone lysine methyltransferase G9a | Q96KQ7 | G9a H3K9 monomethylation, AlphaScreen, 2 h | Potency, µM (highest dose often 102 µM), for inactives: top-dose activity, negative = inhibition, usual class: inhibitors | 350,000 tested, 8.8% active; further: on the % scale 0 is the no-effect control and ±100 the full control effect; nearly all actives have a fitted effect of over 75% in size
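Using a bead-based AlphaScreen, monomethylated H3K9 product from 2 h room-temperature reactions (G9a 20 nM, peptide 500 nM, SAM 20 uM) was detected with 0.5 ug/mL rabbit anti-H3K9me1 antibody.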
Anesthetic bind: candidate novel general anesthetic via apoferritin binding; P02791; apoferritin/1-aminoanthracene competitive binding, fluorescence; Potency, µM (top dose mostly 77.5 µM), for the others: top-dose activity change, negative = displacement, hits mostly inhibitors; 350,000 tested, 0.074% active; further: on the % scale 0 is the no-effect control and ±100 the full control effect; nearly all actives have a fitted effect of over 20% in size
Target sequence (P02791 2-175 limits assumed): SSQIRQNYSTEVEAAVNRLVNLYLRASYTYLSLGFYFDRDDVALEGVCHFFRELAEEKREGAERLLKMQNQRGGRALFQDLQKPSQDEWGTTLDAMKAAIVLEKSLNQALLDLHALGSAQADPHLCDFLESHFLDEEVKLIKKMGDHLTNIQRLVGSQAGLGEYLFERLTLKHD
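Probe: 1-aminoanthracene (50% saturated, PBS). Protein: horse-spleen apoferritin, 10 uM. Incubation: 10 min, room temperature. Detection: 380 nm excitation, 535 nm emission. Analysis: normalized response, four-parameter Hill.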
POLK inh: blocks human DNA polymerase kappa activity; Q9UBT6; purified Pol kappa, fluorescent DNA synthesis assay, 10 min; Potency, µM (top dose mostly 107 µM), without a hit: top-dose activity, negative = inhibition, actives largely listed as inhibitors; 400,000 tested, 0.53% active; further: on the % scale 0 is the no-effect control and ±100 the full control effect
Target sequence (Q9UBT6 whole entry, looked up): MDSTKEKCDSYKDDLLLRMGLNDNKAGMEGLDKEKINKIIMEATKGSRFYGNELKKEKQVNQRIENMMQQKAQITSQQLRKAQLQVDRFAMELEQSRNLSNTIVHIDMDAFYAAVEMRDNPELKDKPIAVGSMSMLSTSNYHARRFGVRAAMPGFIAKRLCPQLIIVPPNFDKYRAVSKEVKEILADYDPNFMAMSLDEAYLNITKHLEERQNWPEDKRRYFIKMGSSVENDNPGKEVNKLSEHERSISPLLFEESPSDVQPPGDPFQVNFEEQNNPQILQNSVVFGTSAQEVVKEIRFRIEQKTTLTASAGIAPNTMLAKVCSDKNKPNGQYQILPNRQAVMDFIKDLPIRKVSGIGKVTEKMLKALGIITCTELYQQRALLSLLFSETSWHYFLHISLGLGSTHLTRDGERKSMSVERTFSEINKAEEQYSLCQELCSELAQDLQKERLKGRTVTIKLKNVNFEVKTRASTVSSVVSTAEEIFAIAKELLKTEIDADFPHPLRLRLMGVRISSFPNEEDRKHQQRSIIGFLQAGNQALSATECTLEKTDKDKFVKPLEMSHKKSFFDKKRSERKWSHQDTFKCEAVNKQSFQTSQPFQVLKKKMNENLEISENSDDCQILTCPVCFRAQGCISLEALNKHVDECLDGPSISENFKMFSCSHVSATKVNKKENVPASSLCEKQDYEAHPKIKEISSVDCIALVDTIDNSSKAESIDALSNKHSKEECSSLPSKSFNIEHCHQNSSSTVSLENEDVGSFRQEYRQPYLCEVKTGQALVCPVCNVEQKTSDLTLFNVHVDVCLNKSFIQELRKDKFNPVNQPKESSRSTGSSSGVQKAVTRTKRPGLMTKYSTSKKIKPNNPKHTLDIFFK
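10 nM Pol kappa preincubated 15 min at room temperature with compounds, then reaction started with substrate at 50 nM final. Fluorescence read kinetically at 0 and 10 min; buffer-only wells served as negative control.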
BLM inh: Bloom syndrome helicase (human) inhibition; P54132; recombinant BLM DNA unwinding, fluorescence dequenching; Potency, µM (top dose mostly 56.1 µM), for inactives: top-dose activity change, negative = inhibition, hits mostly inhibitors; 350,000 tested, 0.2% active; AID 2528;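 further: plate controls were vehicle for no effect and no enzyme for full effect; nearly all actives have a fitted effect of over 35% in size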
POLB inh: blocks human DNA polymerase beta activity | P06746 | Pol beta primer extension/strand displacement, fluorescence kinetic | Potency, µM (top dose mostly 114 µM), for the others: at the highest dose activity change, negative = inhibition, usual class: inhibitors | 340,000 tested, 1.3% active; further: on the % scale 0 is the no-effect control and ±100 the full control effect
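Homogeneous kinetic assay of primer extension and strand displacement by 10 nM Pol beta, preincubated 15 min at room temperature with compound before 50 nM substrate (final) was added. Read at 0 and 10 min; four-parameter Hill fit.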
Pol eta inh: DNA polymerase eta (human) inhibition. 390,000 tested, 1.2% active. recombinant Pol eta, fluorescent DNA replication assay. AID 588591. Q9Y253. Potency, µM (highest dose often 114 µM), for inactives: at the highest dose activity change, negative = inhibition, hits mostly inhibitors; further: on the % scale 0 is the no-effect control and ±100 the full control effect
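Fluorescent replication assay: 50 nM final substrate added after a 15 min room-temperature compound preincubation with 10 nM enzyme. Signal taken at 0 min and again at 10 min.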
POLI inh: blocks human DNA polymerase iota activity. Q9UNA4. Pol iota fluorescent replication assay, 10 min. Potency, µM (doses to about 115 µM), inactives show at the top dose activity, negative = inhibition, hits mostly inhibitors. 390,000 tested, 1% active
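Fluorescent replication assay read twice, at 0 min and 10 min after adding 50 nM (final) substrate. Enzyme (10 nM) and compounds were first incubated 15 min at room temperature; enzyme-free buffer wells were negative controls.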
APEX1 inh: APE1 (human) endonuclease inhibition; 350,000 tested, 0.35% active; P27695; AID 2517; Potency, µM (highest dose often 65.8 µM), for inactives: at the top dose activity change, negative = inhibition, most hits filed as inhibitors; recombinant APE1, TAMRA/BHQ-2 abasic DNA cleavage fluorescence;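 further: plate controls were vehicle for no effect and reference inhibitor for full effect; nearly all actives have a fitted effect of over 55% in size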
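Substrate: short duplex with […] THF abasic site, 5'-TAMRA and 3'-BHQ-2, 50 nM final. APE1 at 0.75 nM, preincubated 15 min RT with compound. Fluorescence increase from first to third read measured activity.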
BAZ2B inh: blocks human BAZ2B; AlphaScreen BAZ2B-H3K14Ac peptide displacement; Potency, µM (doses to about 114 µM), without a hit: top-dose activity change, negative = inhibition, hits mostly inhibitors; 360,000 tested, 4.4% active; further: on the % scale 0 is the no-effect control and ±100 the full control effect; nearly all actives have a fitted effect of over 60% in size
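Complex of BAZ2B and biotin-H3K14Ac (50 nM apiece) forms over 30 min at RT, then faces library compounds up to 110 uM for another 30 min; AlphaScreen beads added, 20 min dark incubation, luminescence read.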
An asterisk follows results filed as active; ? = inconclusive; . = not tested or not shown; [ ] = another dose, or the depositor's remark. The call rests on the fitted dose curve; in most records, active means well fitted curve in the direction sought with a large enough effect; inconclusive means small, poorly fitted or top-dose-only effect, or another doubt; inactive means no such curve, though single readings can be large; an effect the other way counts as inactive or inconclusive. Potency means the concentration at half of the fitted maximal effect. These rows are one share of the data; rates above refer to the full screens.

SMILES	G9a inh	Anesthetic bind	POLK inh	BLM inh	POLB inh	Pol eta inh	POLI inh	APEX1 inh	BAZ2B inh
COc1ccc(C(=O)NCCCn2nc(C)cc2C)cc1S(=O)(=O)N1CCOCC1	0%	.	-21%	.	.	-18%	15%	-2%	-4%
COc1ccccc1Cn1c(CO)nc2ccccc21	.	-3%	-6%	-1%	8%	4%	-1%	18%	-9%
CCC(=O)Nc1ccc2nc(SCCOc3cccc(C)c3)sc2c1	32%[59 µM]	34%[activator]	11%	-4%	1%	-13%	35%[activator]	.	14%
CN(C)C=Nc1ccccc1C1C=NNC1=O (stereo not drawn)	40µM*	6%	.	-2%	?	.	.	?	-35%
COCCN(C(=O)Nc1ccc(F)cc1F)c1nc2ccccc2s1	.	-5%	-2%	-2%	13%	-8%	-16%	-6%	0%
O=C(CSc1ncccn1)N1CCN(C(c2ccccc2)c2ccccc2)CC1	5.6µM*	-17%	-10%	-3%	2%	-13%	25%	3%	-7%
CCn1c(-c2cccnc2Cl)nc2cc(C)c(C)cc21	3%	-8%	-6%	-7%	-8%	-6%	37%[activator]	2%	-11%
COc1cccc(-c2cc(C(=O)NCC3CCCO3)c3cc(C)cc(C)c3n2)c1 (stereo not drawn)	32%	-7%	-7%	-3%	28%	-19%	0%	3%	1%
Cc1ccc(S(=O)(=O)N2CCC(C(=O)N3CCCC3C(=O)N[C@@H](CC(C)C)C(=O)NCC(N)=O)CC2)cc1 (stereo partly drawn)	?	-4%	-1%	2%	11%	-13%	-8%	-5%	7%
Cc1ccc(C(C[N+](=O)[O-])n2nc(C)cc2C)cc1 (stereo not drawn)	?	-13%	-5%	-3%	-9%	-18%	6%	14%	-13%
Cc1ccc(S(=O)(=O)N2CCOC2CNC(=O)C(=O)NCCc2ccc(S(N)(=O)=O)cc2)cc1 (stereo not drawn)	-4%	-12%	2%	-1%	0%	-10%	-14%	8%	-19%
CC(C)(C)NC(=O)COc1coc(CN2CCN(C(=O)c3ccco3)CC2)cc1=O	1%[0.501 µM]	.	-11%	.	.	-7%	37%[activator]	32%	-3%
COC(=O)c1oc2ccccc2c1-n1cccc1	?	-17%	5%	1%	5%	-10%	15%	10%	?
O=C1CCC(C(=O)N2CCN(c3ccccc3Cl)CC2)CN1CC1CCCCC1 (stereo not drawn)	1%[59 µM]	-13%	1%	-4%	8%	-9%	?	5%	-8%
CC(C(=O)Nc1ccc2c(c1)OCO2)N1CCC(N2CCCCC2)CC1 (stereo not drawn)	?	.	6%	.	.	-11%	27%	16%	50µM*
Cc1ccc(S(=O)(=O)NCCC(=O)N2CCN(c3cccc(Cl)c3)CC2)cc1C	63%[activator]	101%[activator]	-14%	-10%	-7%	-9%	13%	37%	-25%
CCOc1ccc(-n2c(Cc3cc(=O)[nH]c(=O)[nH]3)nnc2SCC(=O)NC2CCCC2)cc1	?	-10%	0%	-9%	2%	-15%	?	-2%	-3%
CCOC(=O)C(=CNCC(=O)OC)C(=O)OCC	14%[59 µM]	-2%	-20%	2%	-18%	-13%	-16%	2%	-2%
Cc1cc(CNC(=O)COc2ccc(C#N)cc2)c2ccccc2n1	32%[12.7 µM]	-6%	-4%	-7%	0%	2%	-11%	3%	-24%
CC(=O)c1ccc(N2CCN(c3ccc(NC(=O)c4cccs4)cc3C(=O)O)CC2)cc1	5%[59 µM]	-7%	-5%[60.1 µM]	0%	4%	-16%	6%	.	-3%
Oc1ccccc1C=NC(c1ccccc1)C(O)c1ccccc1 (stereo not drawn)	13%[59 µM]	-4%	-6%	-4%	1%	-7%	10%	15%	1%
CN(C)c1nc(N)nc(Cn2nnc(-c3ccc(C(F)(F)F)cc3)n2)n1	10%	-2%	1%	-12%	13%	-15%	38%[activator]	-1%	8%
CCc1ccc(OCC(=O)Nc2ccc3[nH]ncc3c2)cc1	24%	-4%	-13%	-11%	-12%	-3%	11%	14%	-1%
COc1ccc(CN2CCNC(=O)C2CC(=O)NCc2cn[nH]c2-c2ccccc2)c(F)c1 (stereo not drawn)	?	-14%	2%	1%	107%	-29%	12%	30%	-22%
Cc1ccc(NC(=S)N(Cc2cccs2)Cc2cc3cc(C)ccc3[nH]c2=O)cc1	-11%[59 µM]	-6%	-4%	-6%	5%	-13%	24%	1%	-30%

Some values from the entries so far.
In POLI inh, CCn1c(-c2cccnc2Cl)nc2cc(C)c(C)cc21 has 37%[activator]
In Pol eta inh, COC(=O)c1oc2ccccc2c1-n1cccc1 has -10%

Further structures.
SMILES	G9a inh	Anesthetic bind	POLK inh	BLM inh	POLB inh	Pol eta inh	POLI inh	APEX1 inh	BAZ2B inh
O=C(NCc1ccccc1)C(=O)NCC1OCCN1S(=O)(=O)c1ccc([N+](=O)[O-])cc1 (stereo not drawn)	-3%	-18%	-1%	-1%	3%	0%	24%	-3%	0%
CCc1cnc2c(c1SC(C(C)=O)C(=O)N(C)C)c(=O)n(C)c(=O)n2C (stereo not drawn)	4.5µM*	-2%	-5%[60.1 µM]	2%	0%	-11%	6%	.	-30%
COc1ccc(CC(=O)c2ccc(OC3OC(CO)C(O)C(O)C3O)cc2O)cc1 (stereo not drawn)	33%	4%	-19%	-3%	9%	-4%	-13%	30%	-11%
COCCNC(=S)Nc1ccc2nc(N3CCOCC3)cc(C)c2c1	-1%	7%	14%	-3%	14%	-4%	21%	3%	-1%
CCCNC(=O)c1ccc(CN2CCc3ccccc3C2)cc1	-5%[59 µM]	-3%	-20%	2%	-24%	0%	-4%	1%	-3%
CN(C)c1ncc(S(=O)(=O)c2ccccc2)c(=O)[nH]1	-2%[2.33 µM]	-7%	4%	0%	26%	-7%	-23%	-7%	1%
CN1CCN(C(=O)/C(=C\c2ccc3c(c2)OCO3)NC(=O)c2cccs2)CC1	-5%	-2%	-6%	-1%	39%	-2%	91%[activator]	?	-6%
O=C(NCCNC(=O)c1cc(OCC(F)(F)F)ccc1OCC(F)(F)F)Nc1ccc(OC(F)(F)F)cc1	41%[12.7 µM]	-15%	-9%	-5%	0%	-6%	2%	-5%	-19%
Cc1cc(C)cc(NC(=O)CCN2C(=O)c3ccccc3S2(=O)=O)c1	31%	-23%	-2%	1%	2%	-10%	-21%	56%[activator]	-5%
Oc1c(CN2CCc3ccccc3C2)cc(Cl)c2cccnc12	45µM*	?	-2%	-1%	35%	-17%	65%[activator]	9%	8.9µM*
COc1ccc(N2CC(C(=O)OC(C)C(=O)c3ccccc3)CC2=O)cc1 (stereo not drawn)	3%	-5%	-6%	-5%	0%	-15%	3%	6%	-27%
CCN(C(=O)COC(=O)c1oc2ccc(OC)cc2c1C)C1CCCCC1	8%	.	-6%	.	.	-14%	1%	-7%	1%
Cc1ccc(-c2cn3c(n2)sc2cc(C(=O)NC4CCCc5ccccc54)ccc23)cc1 (stereo not drawn)	3%[59 µM]	-5%	-3%	-5%	-19%	-9%	-19%	.	-4%
COc1ccc(-c2nnc(SCC(=O)Nc3cccc(C(F)(F)F)c3)nc2-c2ccc(OC)cc2)cc1	41%[59 µM]	-7%	-9%[60.1 µM]	-9%	3%	-11%	4%	.	8%
O=C(CCNS(=O)(=O)c1cccs1)N1CCN(c2cccc(Cl)c2)CC1	-1%	-7%	2%	2%	46%	-24%	123%[activator]	18%	-3%
CS(=O)(=O)N1CCC2(CCCN(Cc3cc(C(F)(F)F)cc(C(F)(F)F)c3)C2)CC1	?	.	-14%[60.1 µM]	-10%	.	.	.	-9%	.
CN(Cc1nc(-c2ccccc2)no1)C(=O)c1ccc2c(c1)OCO2	-24%	.	-8%	.	.	-6%	25%	5%	10%
Cc1nnc2n(C3CCCCC3)c(=O)c3c4c(sc3n12)CCC4	4%	-7%	.	2%	3%	.	.	-3%	-3%
CC(=O)Nc1cccc(NC(=O)Nc2ccc(C(C)=O)cc2)c1	9%[12.7 µM]	-6%	-3%	-2%	-3%	0%	-4%	-2%	8%
COc1cc(/C=N/NC(=O)c2cc[n+]([O-])cc2)ccc1O	?	-4%	1%	0%	-13%	-14%	13%	65%[activator]	4%
Nc1nc(-c2cccc(F)c2)cs1	.	-3%	2%	-11%	1%	-21%	12%	11%	-28%
CCOC(=O)c1c(NC(=O)Cn2cc([N+](=O)[O-])cn2)sc2c1CCC2	1%	-15%	-5%	0%	1%	-2%	22%	-3%	-13%
c1ccc(Cn2ccnc2-c2ccco2)cc1	1%[59 µM]	-7%	-8%	0%	10%	11%	23%	11%	-30%
Cc1cccn2c(=O)c(/C=C(\C#N)C(=O)NC3CCS(=O)(=O)C3)c(N3CC(C)OC(C)C3)nc12 (stereo not drawn)	?	3%	-1%	-1%	25%	-16%	74%[activator]	0%	3%
CCOC(=O)c1ccc(NC(=S)N(CCN2CCCCCC2)Cc2ccco2)cc1	32µM*	-10%	-10%	-13%	3%	-6%	-2%	16%	-17%
CC(C)(C)C(=O)Nc1cc(NC(=O)C(C)(C)C)cc(C(=O)Nc2cc(C(=O)O)cc(C(=O)O)c2)c1	17%[59 µM]	2%	-15%	1%	-4%	-11%	159%[activator]	7%	0%
O=C(C1CCN(S(=O)(=O)c2ccccc2F)CC1)N1CCc2ccccc21	-1%[12.7 µM]	.	4%	.	.	-20%	14%	18%	0%

Whole records, looked up by structure:
CN(Cc1nc(-c2ccccc2)no1)C(=O)c1ccc2c(c1)OCO2 in the list: G9a inh: -24%; Anesthetic bind: .; POLK inh: -8%; BLM inh: .; POLB inh: .; Pol eta inh: -6%; POLI inh: 25%; APEX1 inh: 5%; BAZ2B inh: 10%
CN1CCN(C(=O)/C(=C\c2ccc3c(c2)OCO3)NC(=O)c2cccs2)CC1 in the list: G9a inh: -5%; Anesthetic bind: -2%; POLK inh: -6%; BLM inh: -1%; POLB inh: 39%; Pol eta inh: -2%; POLI inh: 91%[activator]; APEX1 inh: ?; BAZ2B inh: -6%
CC(C)(C)C(=O)Nc1cc(NC(=O)C(C)(C)C)cc(C(=O)Nc2cc(C(=O)O)cc(C(=O)O)c2)c1 in the list: G9a inh: 17%[59 µM]; Anesthetic bind: 2%; POLK inh: -15%; BLM inh: 1%; POLB inh: -4%; Pol eta inh: -11%; POLI inh: 159%[activator]; APEX1 inh: 7%; BAZ2B inh: 0%
